Scp-1 inhibitor = Scp-1 (human) phosphatase inhibition | Q9GZU7 | Recombinant Scp1, phosphopeptide, malachite green phosphate absorbance | 0.88% of 340,000 active | inhibition, % at 20 µM;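 active means inhibition above about 50% at 20 µM, limit read from the data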;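 further: plate controls were DMSO wells with enzyme for no effect and wells lacking enzyme for full effect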
Target sequence (Q9GZU7 76-261 limits assumed): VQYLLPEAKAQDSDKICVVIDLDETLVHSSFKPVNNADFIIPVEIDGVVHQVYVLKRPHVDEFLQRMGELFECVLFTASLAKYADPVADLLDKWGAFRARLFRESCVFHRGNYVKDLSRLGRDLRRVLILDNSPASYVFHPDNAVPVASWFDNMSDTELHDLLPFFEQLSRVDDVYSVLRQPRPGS
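Assay system: SCP-1 catalytic fragment, aa 76-261 | Buffer or medium: Tris acetate buffer pH 5.5 with MgCl2 and Tween-20 | Compound: One concentration, 20 µM, with 1.0% DMSO | Also added: Phospho 17-mer peptide substrate | Signal: Absorbance at 630 nm | Incubation: 45 min enzyme reaction at room temperature | Measure: % inhibition of SCP-1 phosphate liberation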
Rpn11 block = inhibitors of human proteasome Rpn11; 0.59% of 360,000 active; calls only at 20 µM; human 26S proteasome, Ub4-pepOG fluorescence polarization; 20S core pre-blocked with epoxomicin;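 active means inhibition at 20 µM, scaled to each plate's controls, above about 33%, limit read from the data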
Target sequence (O00487 whole entry, looked up): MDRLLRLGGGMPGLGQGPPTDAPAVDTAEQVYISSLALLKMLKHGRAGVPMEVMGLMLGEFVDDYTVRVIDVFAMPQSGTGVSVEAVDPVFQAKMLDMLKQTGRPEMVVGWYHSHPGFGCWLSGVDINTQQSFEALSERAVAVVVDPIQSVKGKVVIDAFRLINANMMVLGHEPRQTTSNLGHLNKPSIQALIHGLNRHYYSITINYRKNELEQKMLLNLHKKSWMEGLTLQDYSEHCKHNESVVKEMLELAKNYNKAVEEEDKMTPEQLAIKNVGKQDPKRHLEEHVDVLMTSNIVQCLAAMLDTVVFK
DNMT1 block = DNMT1 (human) enzyme inhibition; P26358; DNMT1 molecular beacon, Hinp1I cleavage, fluorescence; inhibition (reported as % activation of signal), % at 10 µM; 0.83% of 360,000 active; AID 588458; in the data active means inhibition above about 50%
LMPTP block = blocks human LMPTP phosphatase. P24666. recombinant LMPTP-A, OMFP fluorogenic substrate, fluorescence intensity. inhibition, % at 20 µM. 0.22% of 360,000 active;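 active means compounds that cut the enzyme signal by at least half of the control window in the single-dose screen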;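 further: plate controls were DMSO wells with enzyme plus substrate for no effect and substrate without enzyme for full effect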
Target sequence (P24666 whole entry, looked up): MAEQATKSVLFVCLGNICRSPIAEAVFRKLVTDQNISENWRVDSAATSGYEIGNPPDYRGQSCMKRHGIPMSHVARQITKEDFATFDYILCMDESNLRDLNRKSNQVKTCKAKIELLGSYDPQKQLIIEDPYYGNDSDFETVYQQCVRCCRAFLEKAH
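Assay system: LMPTP-A, protein tyrosine phosphatase of low molecular weight / Medium: pH 6.0 Bis-Tris buffer with DTT and Triton X-100 / Schedule: 50 min enzyme reaction at room temperature, protected from light / Measured by: endpoint fluorescence intensity from OMFP dephosphorylation / Read-out basis: % inhibition relative to no-enzyme and uninhibited control wells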
STEP block = STEP (human) phosphatase inhibition | recombinant STEP, OMFP fluorogenic substrate, fluorescence | inhibition, % at 20 µM | 0.25% of 360,000 active | AID 588621;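 active means inhibition at 20 µM, scaled per plate between control wells, above about 37%, limit read from the data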;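 further: 0% = DMSO with enzyme and substrate and 100% = substrate only without enzyme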
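medium = Bis-Tris buffer pH 6.0, 2.5 mM DTT, 0.005% Tween 20 | test system = STEP (striatal-enriched tyrosine phosphatase) enzyme, cell-free | measure = normalized % inhibition | compound dosing = 20 µM, 1% DMSO | also added = 25 µM OMFP | schedule = reaction 20 min, ambient temperature | measured by = fluorescence read at 480 nm ex / 540 nm em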
SKN-1 inh = blocks SKN-1 activity in C. elegans; C. elegans VP596 Pgst-4::GFP/RFP ratio, acrylamide-induced, 24 h; inhibition, % at 21.8 µM; 0.49% of 360,000 active;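 active means interference check ratio from 0.5 to 1.5 plus GFP to RFP signal ratio inhibition reaching or exceeding a fixed threshold, cut at about 30% in these data, passing the limit was not always enough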; further: some compounds called inactive have numbers as strong as hits
MT1-MMP act inh = MT1-MMP (human) activation inhibition | P50281 | HT1080 RFP-PRO-GFP cells, GFP/RFP ratio fluorescence, overnight; percent of plate control window, DMSO zero | GFP/RFP ratio change, % at 20 µM | 0.061% of 360,000 active;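 active means GFP/RFP ratio change of at least 30% with cell ATP level not reduced by more than half and red fluorescence within 50% of control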; further: strong numbers were not always called active
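Material – HT1080 RFP-PRO-GFP cells · Control set – DMSO wells and RFP-L50D-GFP cells · Incubation – overnight cell settling, then overnight compound exposure, 37 °C, 5% CO2 · Compound dosing – single-point 20 µM compound, 1% DMSO · Read-out – GFP/RFP fluorescence ratio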
NRP1-CendR mod = alters CendR peptide binding to human NRP-1; O14786; FAM-RPARPAR peptide binding to NRP-1, fluorescence polarization; inhibition, % at 25 µM; 0.85% of 360,000 active; AID 602438;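 active means inhibition or corrected inhibition above about 18%, plus a signal ratio from 0.5 to 1.5, limit read from the data, passing the limit was not always enough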; further: strong numbers were not always called active
NadD block = blocks S. aureus nicotinate mononucleotide adenylyltransferase; purified NadD enzyme, colorimetric absorbance read-out; inhibition, % at 20 µM; 0.78% of 360,000 active; AID 602399; in the data active means inhibition above about 26%; further: some compounds past the cut are filed as inactive
SUMO1 PPI mod = alters human SUMO1 binding to SIM partners | P63165 | SUMO1 binding to a labelled peptide, TR-FRET, 1 h | inhibition, % at 20 µM | 0.33% of 360,000 active | AID 602429; in the data active means inhibition above about 37%
Target sequence (P63165 whole entry, looked up): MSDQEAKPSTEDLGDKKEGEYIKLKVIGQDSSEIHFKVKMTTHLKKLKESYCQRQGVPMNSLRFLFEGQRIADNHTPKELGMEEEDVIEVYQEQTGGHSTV
Starred values were filed as active, the others as inactive; i = inactive; . = not tested or not shown; + = active, no number.

SMILES,SKN-1 inh,SUMO1 PPI mod,STEP block,Scp-1 inhibitor,Rpn11 block,MT1-MMP act inh,NadD block,NRP1-CendR mod,DNMT1 block,LMPTP block
COc1ccc(C(=O)NCC2(c3ccc(OC)c(OC)c3)CCCC2)cc1OC,15,5,-2,.,i,0,-1,6,-3,-0.4
Cc1cc(C2=NNC(=Nc3ccc(S(=O)(=O)N4CCOCC4)cc3)SC2)c(C)n1C,4,-3,1,-7,i,-3,25,1,-22,1.5
COC(=O)CSc1nc(NC(C)=O)nc(C)c1Br,4,-1,2,-2,i,7,2,7,1,-2.4
CCOC(=O)C1=C(C)N(C)C(=O)NC1c1ccccc1OC (stereo not given),-7,-1,0,1,i,0,-3,10,0,-0.5
C(=C\c1ccccc1)/CSc1nnc(-c2ccncc2)n1Cc1ccco1,-7,2,1,4,i,-15,9,4,0,-0.7
Cc1noc(C)c1S(=O)(=O)N1CCN(Cc2ccc3c(c2)OCO3)CC1,6,-1,1,-4,i,0,-4,-6,4,-0.8
COc1cccc(C(=O)Nc2cc(C)nn2-c2ccccc2)c1OC,-5,3,-1,-5,i,-1,-3,9,0,-0.5
Cc1ccc(S(=O)(=O)CC(=O)N(CCCN2CCOCC2)c2nc3c(F)cccc3s2)cc1,-2,8,-1,-5,i,8,-5,0,0,0.4

Among those listed so far, two have an aryl thioether with sulfur outside any ring:
SMILES,SKN-1 inh,SUMO1 PPI mod,STEP block,Scp-1 inhibitor,Rpn11 block,MT1-MMP act inh,NadD block,NRP1-CendR mod,DNMT1 block,LMPTP block
COC(=O)CSc1nc(NC(C)=O)nc(C)c1Br,4,-1,2,-2,i,7,2,7,1,-2.4
C(=C\c1ccccc1)/CSc1nnc(-c2ccncc2)n1Cc1ccco1,-7,2,1,4,i,-15,9,4,0,-0.7

Additional structures follow.
SMILES,SKN-1 inh,SUMO1 PPI mod,STEP block,Scp-1 inhibitor,Rpn11 block,MT1-MMP act inh,NadD block,NRP1-CendR mod,DNMT1 block,LMPTP block
O=C(OCC(=O)N1CCC(Cc2ccccc2)CC1)c1cccnc1Cl,17,-1,-2,1,i,-7,-1,-4,1,-1.1
COc1cccc(CNC(=O)COC(=O)c2nn(C)c(=O)c3ccccc23)c1,-15,-16,2,-12,i,1,-4,0,8,-1.4
CN1CCSc2ccc(C(=O)Nc3cccc(F)c3)cc21,6,0,2,-16,i,5,-10,-4,-2,2.3
CCCC(=O)Nc1ccc(N2CCN(C(=O)CCC)CC2)cc1,-1,5,2,-5,i,5,-5,9,2,-1.6
CCCCc1ccc(NC(=S)NCCCN2CCOCC2)cc1,9,2,31,-6,i,5,-4,-4,-2,-7.5
O=C(CSc1cn[nH]n1)Nc1nc2ccccc2s1,-15,7,-1,-5,i,-2,0,-7,2,-2.0
O=S(=O)(c1ccccc1)c1nc(-c2ccco2)oc1N1CCOCC1,8,0,0,-2,i,6,-2,10,-2,-1.4
O=c1[nH]c(CN2CCN(c3ccccc3)CC2)nc2scc(-c3ccccc3)c12,9,10,-3,1,+,-40,7,-31,1,-1.7
CCOC(=O)c1nc(C)c(C(C)=O)s1,1,-6,-1,-4,i,2,0,4,4,-0.8
COc1cc(C(=O)NC(CCSC)C(=O)OCC(=O)C(C)(C)C)cc(OC)c1OC (stereo not given),0,-4,1,-6,i,1,-6,-14,-3,-1.1
Cc1ccc(C(=O)c2nc3c(n2O)CCCC3)cc1,13,-6,-1,-5,i,1,0,-30,2,0.3
CC(C(=O)Nc1ccc(S(=O)(=O)Nc2ncccn2)cc1)N1C(=O)c2ccccc2S1(=O)=O (stereo not given),-21,6,2,-5,i,2,-1,12,-7,-1.4
Cc1nc(N2CCN(C(=O)c3ccc(Cl)cc3)CC2)c(C#N)c2c1COC(C)(C)C2,-6,0,-3,-3,i,1,2,12,-5,0.1
COc1ccc(CC2(CO)CCN(Cc3cnc(-c4ccccc4C)nc3)CC2)cc1,-12,-6,3,-3,i,4,-5,-7,-3,-1.1
CCN(Cc1ccncc1)C(=O)c1cc(Br)cc(Br)c1O,6,22,-1,6,i,3,1,-8,0,-0.2
O=S(=O)(c1ccc(Oc2ccc(S(=O)(=O)N(CCO)CCO)cc2)cc1)N(CCO)CCO,3,-1,0,-6,i,2,-5,12,-3,-1.1

Rpn11 block: entries above that show a hit
smiles,SKN-1 inh,SUMO1 PPI mod,Scp-1 inhibitor,Rpn11 block,MT1-MMP act inh,NadD block,NRP1-CendR mod,DNMT1 block,LMPTP block
O=c1[nH]c(CN2CCN(c3ccccc3)CC2)nc2scc(-c3ccccc3)c12,9,10,1,+,-40,7,-31,1,-1.7

The listing continues.
SMILES,SKN-1 inh,SUMO1 PPI mod,STEP block,Scp-1 inhibitor,Rpn11 block,MT1-MMP act inh,NadD block,NRP1-CendR mod,DNMT1 block,LMPTP block
COc1ccc(CC(=O)NC(C)(C)CC(C)=O)cc1OC,8,-1,-5,-2,i,0,5,-9,3,-0.6
O=C(CCNC(=O)c1ccc([N+](=O)[O-])cc1)NCc1ccco1,-12,-30,-1,5,i,3,-4,2,6,-0.7
Cc1ccc(S(=O)(=O)Cc2ccc(C(=O)NCCCN3CCN(C)CC3)o2)cc1,-12,2,-1,-8,i,0,-2,2,-3,-0.2
CCN(CC)S(=O)(=O)c1ccc(OC(C)C)nc1,-23,4,-1,0,i,-1,0,-3,1,-0.6
Cc1sc2nc[nH]c(=O)c2c1-c1ccc(F)cc1,3,2,1,5,i,3,-2,-2,2,-2.7
COc1ccc(NC(=O)c2c(C)noc2C(C)C)cc1S(=O)(=O)N1CCCCC1,-16,1,0,-5,i,7,-3,0,0,-1.9
CCOC(=O)C1CCN(CC(=O)N2CCc3ccccc32)CC1,4,0,0,-1,i,1,-19,17,1,-0.7
CCCCn1c(=O)[nH]c(=O)c2c(C(=O)OCC)cc(-c3ccc(OC(F)F)cc3)nc21,-2,-1,1,-2,i,4,8,5,6,-0.3
C=CCn1c(=NC(=O)c2ccccc2[N+](=O)[O-])sc2cc(S(C)(=O)=O)ccc21,9,-3,2,-2,i,-1,-9,2,-1,-0.1
COc1cccc(NC(=O)CSc2nnc(Cc3ccc(C)cc3)c(=O)n2N)c1,9,-4,1,-9,i,4,3,-8,-5,0.6
CN(C)CCCOc1ccc(-c2ccc3nccn3c2)cn1,28,-4,1,.,i,4,-6,0,-1,4.9
CC(=O)c1cnc(-c2ccccn2)s1,-4,-20,5,-5,i,-1,-8,-1,1,-1.7
COc1cc(/C=C/C(=O)N2CCN(C)CC2)cc(S(=O)(=O)N2CCc3ccccc32)c1OC,-12,-11,-2,-8,i,0,-3,1,-1,8.3
COc1ccc(CCNC(=O)CCCn2c(=S)[nH]c3ccsc3c2=O)cc1OC,13,-4,-4,.,i,0,-3,-6,-3,1.5
COc1ccc(CCNC(=O)CS(=O)(=O)Cc2nc(-c3ccc(C)cc3)oc2C)cc1OC,3,2,0,-2,i,3,-6,8,-5,0.2
O=S(=O)(Nc1nc2cc3c(cc2nc1Cl)OCCO3)c1ccccc1,12,-3,2,-8,i,0,-1,-9,-2,0.1
O=C(C1CCN(S(=O)(=O)c2cccs2)CC1)N1CCCC(C(F)(F)F)C1 (stereo not given),-7,1,0,1,i,0,-1,0,2,-0.4
Clc1ccccc1-c1nnc2sc(C3COc4ccccc4O3)nn12 (stereo not given),-19,-1,0,5,i,4,-2,-10,3,1.4
Cc1cc(C(=O)Nc2ccccc2)oc(=O)c1,12,-15,-1,-4,i,0,-1,10,2,-2.2
Cc1ccnc(NS(=O)(=O)c2ccc(NC(=O)/C=C/c3cccs3)cc2)n1,5,-2,0,-2,i,0,4,8,5,-0.2
COc1cccc(CC(NC(C)=O)C(=O)NC2CCN(C(=O)C3CCCCC3)CC2)c1OC (stereo not given),-6,1,-1,-2,i,0,2,-9,3,-0.6
CCN1CCN(C(=O)CS(=O)Cc2nc(-c3cccc(C)c3)oc2C)CC1 (stereo not given),17,3,0,-4,i,0,-2,-4,3,-1.2
CN(CCOc1ccccc1)C(=O)c1cc(S(=O)(=O)N2CCOCC2)c(Cl)cc1Cl,0,-1,-1,.,i,-6,-4,-17,-1,2.0
C/C(CC(=O)Nc1ccc2c(c1)OCO2)=N\NC(=O)c1ccccc1N,6,-1,0,-7,i,-1,0,0,-3,-0.7

Record cards (already shown):
`COc1ccc(C(=O)NCC2(c3ccc(OC)c(OC)c3)CCCC2)cc1OC` is listed as SKN-1 inh: 15; SUMO1 PPI mod: 5; STEP block: -2; Scp-1 inhibitor: .; Rpn11 block: i; MT1-MMP act inh: 0; NadD block: -1; NRP1-CendR mod: 6; DNMT1 block: -3; LMPTP block: -0.4
`CCCCc1ccc(NC(=S)NCCCN2CCOCC2)cc1` is listed as SKN-1 inh: 9; SUMO1 PPI mod: 2; STEP block: 31; Scp-1 inhibitor: -6; Rpn11 block: i; MT1-MMP act inh: 5; NadD block: -4; NRP1-CendR mod: -4; DNMT1 block: -2; LMPTP block: -7.5
`CN1CCSc2ccc(C(=O)Nc3cccc(F)c3)cc21` is listed as SKN-1 inh: 6; SUMO1 PPI mod: 0; STEP block: 2; Scp-1 inhibitor: -16; Rpn11 block: i; MT1-MMP act inh: 5; NadD block: -10; NRP1-CendR mod: -4; DNMT1 block: -2; LMPTP block: 2.3

The list continues:
SMILES,SKN-1 inh,SUMO1 PPI mod,STEP block,Scp-1 inhibitor,Rpn11 block,MT1-MMP act inh,NadD block,NRP1-CendR mod,DNMT1 block,LMPTP block
Cc1ccccc1CC1SC(N=C(N)N)=NC1=O (stereo not given),9,0,-1,-8,i,5,1,8,1,-3.3
CCN(c1ccccc1)S(=O)(=O)c1cc(OC)ccc1OC,4,-3,-2,-8,i,6,-7,-7,-1,-0.8
CCc1cccc(C)c1NC(=O)CSc1nnc(-c2cc3cc(Br)ccc3o2)n1CC,24,-14,2,-11,i,0,2,10,0,2.5
O=C(Nc1ccn(Cc2ccccc2)n1)c1cccc(Cn2cc([N+](=O)[O-])cn2)c1,-11,-10,2,-5,i,-1,-5,6,0,-0.3
O=C(c1ccccc1F)N1CCN(c2ccc([N+](=O)[O-])cc2-n2cccc2)CC1,14,-24,-1,0,i,3,1,-4,4,2.9
O=C1c2ccccc2C(c2nc3ccccc3[nH]2)N1Cc1ccco1 (stereo not given),3,2,3,.,i,2,-1,-11,-3,-0.7

Bioassay records: PubChem BioAssay, Sanford-Burnham Center for Chemical Genomics
